West Nile antiviral – inhibition of WNV-induced cytopathic effect – cell-based, CPE readout (AID 1621) | West Nile virus-infected cells, CPE inhibition; higher % means a stronger effect | CPE inhibition, % at 10 µM; hits with a dose series show IC50 in µM | 290,000 compounds, 0.02% hits; in the data active = a potency from the dose series; inconclusive = CPE inhibition mostly from about 3.7% at the one dose, without a potency; inactive = the rest, 99 in 100 with CPE inhibition below about 2.2%; also: strong numbers were not always called active
NS5 inhibitors – Dengue-2 NS5 methyltransferase inhibitors, primary screen, biochemical, confirmation dose response (AID 588689); inhibition, % at 25 µM, or IC50 in µM where a hit was titrated; 340,000 compounds, 0.3% hits; Dengue-2 NS5 methyltransferase capping enzyme assay, biochemical; higher % means a stronger effect; in the data active = a potency from the dose series; inconclusive = inhibition above about 29% without an active follow-up result
Rac1 GTP hydrolysis – MgcRacGAP GTPase-activating activity inhibitors, confirmation, biochemical, ADP Hunter fluorescence; MgcRacGAP-stimulated Rac1 GTP hydrolysis, ADP Hunter fluorescence; higher % means a stronger effect; GST-tagged Rac1 F28L mutant substrate; inhibition, % at 30 µM, or IC50 in µM where a hit was titrated; 340,000 compounds, 0.6% hits;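 active = first-screen hits whose inhibition reached a set limit at any dose in the follow-up dose series; inconclusive = inhibition above the set first-screen limit but never retested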;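 also: fluorescence reports GDP produced by GAP-driven GTP hydrolysis; strong numbers were not always called active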
T cell HTS – T cell immune modulators affecting CD8 T cell-vesicle binding | calls only at 7 µM | 330,000 compounds, 0.068% hits | 2C CD8+ T cell-vesicle binding, flow cytometry; stronger effect = lower value;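 active = response, share of CD8 T cells binding vesicles, and their 90th percentile fluorescence all below set limits, cut at about 80% in these data, passing the limit was not always enough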
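Assay system – 2C mouse CD8+ T cells · Also added – QL9-loaded Drosophila micro-vesicles · Timing – Cell–vesicle co-incubation 1.5 h at 37 °C, staining 20 min on ice · Signal – flow cytometry of vesicle-bound cells · Measure – percent CD8+ FL2 mean versus row control · Controls – Peptide-free naked vesicles (low) and QL9 vesicles with 0.7% DMSO vehicle (high)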
NTR1 ag – agonists of NTR1, primary screen, imaging, U2OS cells, beta-arrestin-GFP, high content (AID 493036); activation, % at 20 µM; 330,000 compounds, 0.17% hits; NTR1-U2OS beta-arrestin-GFP spot imaging, agonist mode;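 active = activation at or above 40% of the spot to cytoplasm intensity ratio, with at least 20 cells analyzed; inconclusive = wells under 20 cells, flagged as cytotoxic or low count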;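 also: 0% = DMSO without peptide and 100% = 100 nM NTR1 peptide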
Target sequence (P30989 whole entry, looked up): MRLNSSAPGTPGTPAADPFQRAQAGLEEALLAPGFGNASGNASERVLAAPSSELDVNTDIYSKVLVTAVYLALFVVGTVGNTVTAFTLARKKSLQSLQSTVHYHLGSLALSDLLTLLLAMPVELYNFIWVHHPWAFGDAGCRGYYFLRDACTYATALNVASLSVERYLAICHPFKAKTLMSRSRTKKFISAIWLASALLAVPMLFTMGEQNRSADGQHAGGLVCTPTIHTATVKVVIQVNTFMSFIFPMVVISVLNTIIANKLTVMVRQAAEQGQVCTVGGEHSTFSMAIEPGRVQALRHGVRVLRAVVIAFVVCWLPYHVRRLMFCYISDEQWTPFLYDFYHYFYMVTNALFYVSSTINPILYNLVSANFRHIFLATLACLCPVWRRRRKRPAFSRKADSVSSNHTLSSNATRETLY
Large T inhibition – TAg ATPase/helicase activity blockers – biochemical (AID 1903) | 310,000 compounds, 0.39% hits | SV40 large T antigen ATPase/helicase inhibition assay; higher % means a stronger effect | inhibition, % at 20 µM; hits with a dose series show IC50 in µM; in the data active = a potency from the dose series; inconclusive = inhibition mostly from about 32% at the one dose, without a potency; inactive = the rest, 99 in 100 with inhibition below about 32%; also: strong numbers were not always called active
RSV CPE inhibition – RSV antiviral activity via CPE protection, HEp-2 cells, primary 10 µM value included (AID 2391); HEp-2 cells, RSV-induced CPE inhibition; higher % means a stronger effect; CPE inhibition, % at 10 µM; hits with a dose series show IC50 in µM; 310,000 compounds, 0.13% hits; in the data active = a potency from the dose series; inconclusive = CPE inhibition mostly from about 23% at the one dose, without a potency; inactive = the rest, 99 in 100 with CPE inhibition below about 21%; also: strong numbers were not always called active
UTI89 phage lysis – protection from phage-mediated lysis, alamar blue read-out – E. coli UTI89, K1F phage, bacterial capsule biogenesis inhibitors (AID 488966); E. coli UTI89 K1F phage lysis, alamar blue, 2 h; higher % means a stronger effect; inhibition, % at 100 µM; hits with a dose series show IC50 in µM; 340,000 compounds, 0.02% hits;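 active = phage lysis inhibition, versus mean bacterial control, above a set limit; inconclusive = no clear call, values can overlap the other calls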;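 also: capsule biogenesis inhibitors block K1F phage lysis so surviving cells raise fluorescence; higher fluorescence means more inhibition of phage lysis; actives were called in the ten point dose series up to 300 µM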
Salmonella PhoP GFP – PhoP-dependent GFP reporter repression – Salmonella Typhimurium, primary screen (AID 1863); S. Typhimurium PhoP-regulated promoter GFP reporter, 4 h; higher % means a stronger effect; inhibition, % at 50 µM, or IC50 in µM where a hit was titrated; 300,000 compounds, 0.16% hits;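 active = inhibition over 29.93%, a cutoff 3 SD above the screen mean, later confirmed by dose response; inconclusive = inhibition over 29.93% but no dose response follow-up; inactive = inhibition at most 29.93% or unconfirmed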;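 also: 0% = low Mg2+ inducing control and 100% = high Mg2+ repressing control; strong numbers were not always called active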
T cell HTS vesicle-bound % – second read-out of T cell HTS, no call of its own (marks repeat the call); double positive events, %; measured here: CD8+ vesicle-bound cell fraction;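 binding gate set so that unloaded-vesicle control wells show 10% double positive cells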
NTR1 ag cell count 20 µM – recorded beside NTR1 ag, whose call it bears; cell count; measured here: cell count, cytotoxicity flag
NS5 inhibitors pilot replicate – further read-out of NS5 inhibitors, marked with its call; inhibition, %; measured here: pilot screen replicate inhibition
* = called active by the depositor; i = inactive; u = inconclusive; x = no result given; [ ] = remark or other dose.

SMILES | West Nile antiviral | NS5 inhibitors | Rac1 GTP hydrolysis | T cell HTS | T cell HTS vesicle-bound % | NTR1 ag | NTR1 ag cell count 20 µM | Large T inhibition | RSV CPE inhibition | UTI89 phage lysis | Salmonella PhoP GFP | others
COc1ccccc1-c1ccc(SCC(=O)NCc2ccc3c(c2)OCO3)nn1 | -0.7% | 3% | 10% | i | 63 | 0.3 | 47 | 1% | -1.4% | 0.1% | -4%
O=C(CN1C(=O)c2ccccc2S1(=O)=O)NCCSCc1cccc(Cl)c1 | 0.1% | -7% | 5% | i | 47 | 1.2 | 38 | 4% | 2.4% | -0.1% | 3%
COc1cccc(NC(=S)N(CCN(C)C)Cc2cccs2)c1 | -0.3% | -4% | 9% | i | 9 | -0.4 | 51 | 7% | -2.2% | 1.1% | -2%
Cc1ccc(NC(=O)CCC(=O)O)cc1F | -0.2% | -4% | 6% | i | 50 | -0.2 | 93 | 3% | 1.6% | -0.3% | 10%
COc1ccc(OC)c(C2NC(=O)c3sc(=S)n(-c4ccccc4)c3N2)c1 (centres undefined) | -0.3% | -2% | 15% | i | 26 | 7.8 | 84 | 9% | -1.9% | -0.1% | 1%
Cc1cccc(NC2=C(NCCO)C(=O)c3ccccc3C2=O)c1 | -1.5% | 1% | 10% | i | 40 | -0.8 | 70 | 17% | 4.6% | 2.9% | -8%
O=C(CSc1nc(Nc2ccccc2)nc(N2CCOCC2)n1)Nc1cc(Cl)ccc1O | 1.0% | 2% | -1% | i | 49 | 12 | 50 | 15% | 0.1% | -1.0%[50 µM] | 10%
N#Cc1cccc(C(c2nnnn2Cc2ccccc2)N2CCCC2)c1 (centres undefined) | -0.5% | 5% | -2% | i | 39 | 0.2 | 27 | 3% | -0.6% | 2.4% | -2%
O=C(CSc1ccc(-c2ccccc2)nn1)N1CCCc2ccccc21 | -0.6% | -12% | 7% | i | 55 | 1.1 | 73 | 7% | 8.3% | 0.7%[50 µM] | -11%
CCN1C(=O)N(C)[C@@H](c2ccccc2)C(C(=O)OC)=C1C | -0.5% | 0% | 7% | i | 24 | -0.7 | 60 | 6% | 0.8% | 0.6% | 4%
Cc1cccc(C=Nc2ccc3c4c(cccc24)CC3)c1O | 1.2% | 4% | 20µM* | i | 6 | -2.5 | 67 | 8% | 3.2% | 0.6% | 18%
O=C(Nc1ccc(Cl)cc1)c1csc(-c2ccncc2)n1 | -0.1% | -5% | 14% | i | 69 | 0.8 | 34 | 3% | 1.7% | 2.1% | -7%
CC(NS(=O)(=O)c1ccc2c(c1)oc(=O)n2C)c1ccccc1 (centres undefined) | -0.7% | -2% | 7% | i | 34 | -1.5 | 65 | 11% | 0.8% | 2.5%[50 µM] | -15%
CN(C)CCCNC(=O)c1cc(C(=O)C2CCCCC2)c[nH]1 | -0.1% | -5% | 4% | i | 47 | -0.7 | 63 | 12% | -3.1% | 0.1% | -7%
CCC(=O)NCCc1nc2cc(NC(=O)COc3ccccc3)ccc2n1C | 0.4% | 17% | 3% | i | 49 | 1.7 | 44 | -3% | 0.8% | 0.1% | 9%
Cc1cc(CNC(=O)COC(=O)c2ccc(Cl)c(N)c2)cc(C)c1O | x | -8% | 1% | i | 16 | -0.9 | 48 | 7% | 1.7% | 0.2%[50 µM] | 10%
CCN(CC)S(=O)(=O)c1ccc(S(=O)(=O)N2CCCC2C(=O)O)cc1 (centres undefined) | -0.2% | 0% | 3% | i | 28 | -0.2 | 64 | -3% | 0.3% | -1.4% | -13%
CCC(=O)Nc1sc(C(=O)OC)c(C)c1C(=O)OC | -1.0% | -5% | 7% | i | 34 | 0.8 | 48 | 7% | -0.2% | 2.6% | -1%
CCOc1ccc(C(=O)NCC(=O)OCC(=O)N2CCC(C)CC2)cc1 | 0.0% | -3% | 7% | i | 15 | -2.3 | 73 | 1% | 0.9% | 2.4% | 0%
c1ccc(Cc2nnc(-c3ccccc3)o2)cc1 | 1.9% | 0% | 2% | i | 39 | 12 | 70 | -4% | 1.7% | 4.2% | 39%
CCCCCCCC(=O)Nc1ccc(S(=O)(=O)Nc2nccs2)cc1 | 0.0% | 1% | -4% | i | 47 | -0.5 | 51 | 10% | 2.3% | -2.5% | -4%
Cc1cnc(C(=O)OCC(=O)Nc2ccccc2[N+](=O)[O-])cn1 | x | -1% | 0% | i | 35 | 0.1 | 52 | x | x | -1.5% | x
CCCCOc1ccc(/C=N/Nc2cc(N3CCOCC3)nc(C)n2)cc1 | u | 9% | 13% | i | 10 | 26 | 56 | -9% | 9.5% | 0.3% | 2%
Cc1ccc(CSc2nnc(-c3ccc(NS(=O)(=O)c4ccccc4)cc3)o2)cc1 | -0.5% | -10% | 2% | i | 45 | 14 | 53 | 11% | -0.5% | -0.3%[50 µM] | 27%
O=C(NNC(=O)C1CCN(c2ncccn2)CC1)c1ccncc1 | 0.1% | -1% | 5% | i | 24 | 1.1 | 38 | 5% | 1.3% | -0.1% | -5%
COc1ccc(-c2nc(C#N)c(N3CCOCC3)o2)cc1OC | 0.1% | 1% | 12% | i | 33 | 0.9 | 38 | 6% | -0.7% | 1.1% | 1%
O=C(COc1cccc2cccnc12)N/N=C/c1cccn1-c1ccc(F)cc1 | -1.0% | 2% | 7% | i | 22 | 8.5 | 62 | 17% | x | -1.4% | -1%
COc1ccc(N2CCN(CCCNC(=O)Cn3c(=O)c4cccn4c4cccnc43)CC2)cc1 | -0.6% | -1% | 12% | i | 25 | -0.8 | 61 | 35% | -3.4% | 3.6% | -6%
COc1ccc(N2CC(=O)N(c3ccccc3)C2=S)cc1 | -0.1% | -1% | 7% | i | 50 | 1.1 | 53 | 12% | 0.5% | 4.8% | -5%
COc1ccc(C(=O)Nc2ccc(/C(C)=N/NC(=O)c3ccncc3)cc2)cc1 | -0.4% | -5% | 5% | i | 67 | 0.3 | 57 | 6% | 0.9% | -0.1% | -4%

Arranged by formula weight (low to high): part of the list above
SMILES | West Nile antiviral | NS5 inhibitors | Rac1 GTP hydrolysis | T cell HTS | T cell HTS vesicle-bound % | NTR1 ag | NTR1 ag cell count 20 µM | Large T inhibition | RSV CPE inhibition | UTI89 phage lysis | Salmonella PhoP GFP | others
CCN1C(=O)N(C)[C@@H](c2ccccc2)C(C(=O)OC)=C1C | -0.5% | 0% | 7% | i | 24 | -0.7 | 60 | 6% | 0.8% | 0.6% | 4%
CN(C)CCCNC(=O)c1cc(C(=O)C2CCCCC2)c[nH]1 | -0.1% | -5% | 4% | i | 47 | -0.7 | 63 | 12% | -3.1% | 0.1% | -7%
Cc1cnc(C(=O)OCC(=O)Nc2ccccc2[N+](=O)[O-])cn1 | x | -1% | 0% | i | 35 | 0.1 | 52 | x | x | -1.5% | x
CCC(=O)NCCc1nc2cc(NC(=O)COc3ccccc3)ccc2n1C | 0.4% | 17% | 3% | i | 49 | 1.7 | 44 | -3% | 0.8% | 0.1% | 9%
O=C(CN1C(=O)c2ccccc2S1(=O)=O)NCCSCc1cccc(Cl)c1 | 0.1% | -7% | 5% | i | 47 | 1.2 | 38 | 4% | 2.4% | -0.1% | 3%

Additional entries.
SMILES | West Nile antiviral | NS5 inhibitors | Rac1 GTP hydrolysis | T cell HTS | T cell HTS vesicle-bound % | NTR1 ag | NTR1 ag cell count 20 µM | Large T inhibition | RSV CPE inhibition | UTI89 phage lysis | Salmonella PhoP GFP | others
Nc1cccc(S(=O)(=O)Nc2ccc(SC(F)F)cc2)c1 | -0.1% | 5% | 0% | i | 33 | -0.9 | 52 | 11% | 3.5% | 0.3% | -4%
CC(=O)c1cccc(N(CC(=O)Nc2cccnc2)S(C)(=O)=O)c1 | 0.3% | -5% | 3% | i | 13 | 0.0 | 62 | 7% | 2.6% | 2.4% | 5%
COc1cc(C)c(S(=O)(=O)NCc2cccnc2)cc1C | -0.4% | -1% | 11% | i | 63 | 1.8 | 58 | 7% | 0.0% | 0.2% | -6%
Cc1cc(=O)[nH]c(SCc2nc3ccc([N+](=O)[O-])cc3[nH]2)n1 | 0.5% | 8% | 12% | i | 57 | 1.4 | 69 | 14% | 0.7% | 0.3% | -9%
COc1ccc(/C=C/C(=O)OCC(=O)NC(C)CCc2ccccc2)cc1 (centres undefined) | x | 0% | 4% | i | 37 | -0.4 | 58 | x | x | 0.7% | x
Cc1ccc(C(=O)N(CN2CCCC2=O)c2ccccc2)cc1C | -1.1% | -1% | -1% | i | 50 | -1.0 | 72 | 20% | 3.5% | -0.4% | 7% | NS5 inhibitors pilot replicate=-3.2
CC1CN(C(=S)NC(=O)C2CCCCC2)CC(C)O1 (centres undefined) | 3.1% | -10% | 9% | i | 52 | 0.8 | 66 | 11% | 3.3% | 4.9% | -19%
COc1cc(Br)cc(/C=C/c2ccc3cccc(O)c3n2)c1O | -0.4% | 7% | -3% | i | 26 | 13 | 71 | -1% | 3.5% | -0.2% | 4%
COc1cc(/C=N\Nc2nc3ccccc3o2)cc(OC)c1OC | -0.9% | -4% | 0% | i | 13 | 2.5 | 53 | 12% | 10% | 0.8% | -8%
N#CC1=C(Nc2ccccc2)SC=C(c2ccc(Br)cc2)N=C1N1CCOCC1 | 0.2% | -1% | 13% | i | 54 | 2.0 | 50 | -1% | -0.3% | -0.2% | 0%
Cc1ccc(Cn2ccc(O)c(Cc3ccccc3)c2=O)cc1 | -0.3% | -5% | 1% | i | 20 | 0.2 | 43 | 12% | -1.6% | -0.7% | 0%
COc1cc([C@@H]2CC=C(C(=O)O)[C@H](c3cccc(Cl)c3)N2S(=O)(=O)c2ccc(C)cc2)cc(OC)c1OC | x | -1% | 3% | i | 16 | 1.3 | 89 | 3% | 0.8% | 0.0% | -9%
COc1ccc(-c2[nH]c(-c3ccc(C)cc3)nc2SCC(=O)NC2CCCC2)cc1 | -0.1% | 0% | 5% | i | 33 | 2.3 | 61 | -3% | 23% | 0.9% | 17%
Cc1cc(C)cc(OCC(=O)NC2CCCc3ccccc32)c1 (centres undefined) | -1.3% | -6% | 4% | i | 51 | 1.5 | 66 | -2% | 2.6% | -0.4%[50 µM] | 2%
O=C(Oc1ccccc1-c1nnco1)c1ccccc1 | 0.1% | -4% | 7% | i | 21 | -1.5 | 37 | -17% | x | 6.5% | 6%
